From PubChem BioAssay
NCI-60 one-dose screen, 48 h, at 10 µM unless noted. Numbers give growth in % (100 = growth as untreated, 0 = no growth, -100 = all killed).
RPMI-8226: RPMI-8226 leukemia cells. actives 7.5% (n = 77,000). AID 1794781
MCF7: MCF7 breast cancer; actives 6.3% (n = 82,000); AID 1794796
SR: SR leukemia cells | actives 8.7% (n = 73,000)
MOLT-4: MOLT-4 leukemia cells; actives 6.9% (n = 80,000); AID 1794779
MDA-MB-231: MDA-MB-231 breast cancer; actives 5% (n = 81,000); AID 1794789
MDA-MB-468: MDA-MB-468 breast cancer. actives 8.5% (n = 78,000). AID 2202374
MDA-MB-435: MDA-MB-435 melanoma; actives 7.8% (n = 82,000); AID 1794794
K-562: K-562 leukemia. actives 7.4% (n = 78,000). AID 1794777
Starred values were filed as active, the others as inactive; nt = not tested or not shown; [ ] = dose if it differs, or a comment. The calls were made as follows: active = growth percent below 10; inactive = the rest.

SMILES	RPMI-8226	MCF7	SR	MOLT-4	MDA-MB-231	MDA-MB-468	MDA-MB-435	K-562
COCCNc1ccc2c3c(cccc13)C(=O)N(CCN(C)C)C2=O	-0.3*	-16*	-40*	-6.4*	47	45	26	-7.8*
CC1CCCN(CCCCCOc2ccc3oc4ccc(Cl)cc4c(=O)c3c2)C1 (stereo not given)	62	61	21	49	62	69	25	17
CCc1c2ccc(N(S(=O)(=O)c3ccc(C)cc3)S(=O)(=O)c3ccc(C)cc3)cc2nc2c1c(=O)n1c3ccccc3c3cc(C(=O)OC)nc2c31	72	104	nt	108	93	nt	119	79
Cc1cc(C)nc(NS(=O)(=O)c2ccc(Nc3nc(-c4cccnc4)cs3)cc2)n1	82	89	90	102	91	88	108	102
CNc1nc2c(s1)C(c1ccc(F)cc1)CC(=O)N2 (stereo not given)	104	92	nt	105	87	102	100	95
O=C(N/N=C/c1ccc(Cl)o1)c1[nH]c2ccc(Br)cc2c1-c1ccccc1	1.2*	1.7*	7.2*	3.0*	-70*	-9.3*	-48*	8.3*
CCn1c(=O)sc2cc3ccccc3nc21	105	92	90	108	99	104	99	101
O=C(Nc1ccc(Cl)cc1)c1ccc(Cl)cc1	78	75	72	76	104	90	98	84
O=[N+]([O-])c1ccc(CO)cc1	112	91	100	100	95	0.4*	90	94
CC(C)[C@H](NC(=O)c1cc2ccccc2[nH]1)C(=O)Nc1nccs1	99	89	99	97	109	104	103	93
CCCSc1nc(Nc2ccc(/C(C)=N\NC(N)=S)cc2)c(C#N)c(-c2ccc(F)cc2)n1	101	89	90	94	99	112	111	105
Oc1cc(O)cc(O)c1	99	97	93	94	nt	102	108	89
Cn1cc(-c2csc(-c3cn(C(=O)OC(C)(C)C)c4ccc(Br)cc34)n2)c2cccnc21	84	82	58	97	75	104	102	98
CN1CCN(c2nc(NCCCNc3ccnc4cc(Cl)ccc34)c3ccccc3n2)CC1	8.1*	30	-25*	19	-8.4*	55	-22*	nt
CS(=O)(=O)N1CCN(C(=O)c2ccc(Oc3ccc(C(=O)N4CCN(S(C)(=O)=O)CC4)cc3)cc2)CC1	110	100	99	103	107	95	113	104
CCc1ccccc1-n1c(N)c(C#N)c(-c2ccc(OC)c(OC)c2)c(C#N)c1=O	112	115	83[100 µM]	96	105	107	113	111
CC(=O)c1cc2c(cc1C)C(C)(C)CC(C)C2(C)C (stereo not given)	83	92	97	nt	120	110	108	119
Nc1nn2c(-c3cc4cc(Br)ccc4oc3=O)ccnc2c1N=Nc1ccc(C(=O)O)cc1	106	85	79	96	104	97	122	106
COC(=O)[C@]12CC[C@@H](C)[C@H](C)[C@@H]1C1=CC[C@@H]3[C@@]4(C)C(C=O)=C[C@@](C)(CO)[C@@H]4[C@H](O)C[C@@]3(C)[C@]1(C)CC2	-10*	3.7*	-20*	nt	-48*	-12*	-16*	6.7*
COc1cc(/C=C2\C(=O)N(CCCCCCn3c4ccccc4c(=O)c4ccccc43)c3ccccc32)cc(OC)c1O	45	40	36	51	58	88	65	54

The closing 7 entries of the part above lead into the next:
SMILES	RPMI-8226	MCF7	SR	MOLT-4	MDA-MB-231	MDA-MB-468	MDA-MB-435	K-562
CN1CCN(c2nc(NCCCNc3ccnc4cc(Cl)ccc34)c3ccccc3n2)CC1	8.1*	30	-25*	19	-8.4*	55	-22*	nt
CS(=O)(=O)N1CCN(C(=O)c2ccc(Oc3ccc(C(=O)N4CCN(S(C)(=O)=O)CC4)cc3)cc2)CC1	110	100	99	103	107	95	113	104
CCc1ccccc1-n1c(N)c(C#N)c(-c2ccc(OC)c(OC)c2)c(C#N)c1=O	112	115	83[100 µM]	96	105	107	113	111
CC(=O)c1cc2c(cc1C)C(C)(C)CC(C)C2(C)C (stereo not given)	83	92	97	nt	120	110	108	119
Nc1nn2c(-c3cc4cc(Br)ccc4oc3=O)ccnc2c1N=Nc1ccc(C(=O)O)cc1	106	85	79	96	104	97	122	106
COC(=O)[C@]12CC[C@@H](C)[C@H](C)[C@@H]1C1=CC[C@@H]3[C@@]4(C)C(C=O)=C[C@@](C)(CO)[C@@H]4[C@H](O)C[C@@]3(C)[C@]1(C)CC2	-10*	3.7*	-20*	nt	-48*	-12*	-16*	6.7*
COc1cc(/C=C2\C(=O)N(CCCCCCn3c4ccccc4c(=O)c4ccccc43)c3ccccc32)cc(OC)c1O	45	40	36	51	58	88	65	54
CCCCCCCCS(=O)(=O)Nc1ccc(C(=O)O)cc1	97	94	96	nt	96	95	99	101
S=c1ncc2[nH]c(=S)[nH]c2[nH]1	nt	104	90	92	110	122	119	107
Oc1ccc(/C=N/Nc2nc(N/N=C/c3ccc(O)c(O)c3)nc(N3CCCCC3)n2)cc1O	108	96	74	94	87	90	102	94
COc1ccc([C@@H](C[C@H](CCO)c2ccccc2)c2ccc3ccccc3c2)cc1	88	85	83	66	92	117	105	84
CCn1cc(C(=O)O)c(=O)c2cc(F)c(N3CCN(CC(=O)Nc4ccc(C(C)=O)cc4)CC3)cc21	106	99	92	98	100	108	102	95
c1ccc(C2=NC(c3ccccc3)C(c3ccccc3)N2)cc1 (stereo not given)	89	96	103	105	102	101	96	95
Cc1nn(-c2ccccc2)c(C)c1N=Nc1ccc2oc(=O)ccc2c1	94	93	88	101	89	96	95	83
O=c1oc2cc([N+](=O)[O-])ccc2c2ccccc12	100	104	96	98	90	111	108	101
C[C@]12CC[C@@H]3c4ccc(O)cc4CC[C@H]3[C@@H]1C[C@H](O)C2	80	61	25	48	65	74	0.2*	20
CN1CCN(Cc2ccc(NC(=O)c3cccc(C#Cc4cnc(N)c5ncccc45)c3F)cc2C(F)(F)F)CC1	-9.9*	-65*	-3.1*	1.8*	-74*	71	-83*	-20*
CN1C(=O)/C(=C\C(=O)c2cc3ccccc3oc2=O)c2ccccc21	62	47	38	50	59	29	85	26
O=C(CSc1nc2ccccc2c(=O)n1-c1ccc(Cl)cc1)Nc1ccc(-c2nc3ccc([N+](=O)[O-])cc3[nH]2)cc1	53	21	38	39	43	-36*	40	29
CC1Cc2cccc3ccc(=O)n(c23)C1 (stereo not given)	100	109	100	99	112	98	113	107
COc1cc(C(NS(=O)(=O)c2ccc(C)cc2)c2nnc(-c3ccccc3)o2)cc(OC)c1OC (stereo not given)	nt	119	97	106	98	111	103	105
N/C(=N\c1nc2ccccc2s1)NC(=O)Nc1ccc(Cl)cc1	95	86	72	80	103	108	69	69
O=S(=O)(NCCNc1cc(-c2cn(-c3ccccc3)nc2-c2ccccc2)ccn1)c1cccc2ccccc12	39	28	56	28	40	37	46	21
Cc1ccc(/C=C/[C@@H]2C[C@@H]2CCO)cc1	98	93	105	99	103	102	105	93
C=C1CCC2C3(C)COC(c4ccc(F)cc4)OC3CCC2(C)C1CC(O)C1=CCOC1=O (stereo not given)	22	12	22	22	53	19	30	15
CC1(C)OC(=O)C(=Cc2cccc(Br)c2)C(=O)O1	97	102	100	90	107	111	108	99
C=CCNC(=S)NNc1cc(=O)[nH]c2ccc(Cl)cc12	101	101	98	99	101	106	100	99
COc1ccc(/C=C(\C#N)n2nnc3cc(F)c(F)cc32)c(OC)c1OC	42	27	nt	nt	62	35	46	23
Cc1ccc(S(=O)(=O)N/N=C/C(O)C(O)C(O)C(O)CO)cc1 (stereo not given)	103	97	104	96	107	103	110	108
OCC1OC(n2cnc3c(NCc4ccco4)ncnc32)C(O)C1O (stereo not given)	51	-13*	5.2*	-4.6*	-5.7*	-83*	17	33
COc1ccc(/C=C/c2nc(Nc3ccc(S(=O)(=O)Nc4cc(C)on4)cc3)c3ccccc3n2)cc1	68	32	45	71	62	30	39	nt
C=CCCSC(C)=O	102	104	98	103	107	108	111	104
CN1C(=O)C(C2=NN(c3cc(Cl)cc(Cl)c3)C(c3ccc(Cl)cc3)C2)C(=O)N(C)C1=O (stereo not given)	63	82	83	68	102	61	83	77
Cc1cc[n+](CC(=O)c2ccc(-c3ccccc3)cc2)cc1	82	100	nt	31	104	86	90	nt
CN(CCF)c1ccc(/C=C/C(=O)c2ccc(N)cc2O)cc1	63	71	nt	58	96	51	82	51
COc1ccc(NC(=O)CSc2nc(-c3cnccn3)cc(-c3cccs3)c2C#N)cc1	112	79	103	116	84	70	98	99
CC1=NN(c2ccccc2)C(=O)C1N=Nc1cc(Cl)cc(S(=O)(=O)O)c1O (stereo not given)	108	97	nt	106	74	84	100	133
C[n+]1c2ccccc2nc2ccc(NCCO)cc21	67	85	60	64	77	94	98	68
COc1ccc2cc(-c3nc4ccccc4o3)c(Cl)nc2c1OC	102	101	93	91	92	103	106	93
N#CC1=C(N)Oc2ccc3ccccc3c2C1c1ccccc1Cl (stereo not given)	33	18	26	27	51	31	-8.5*	13
O=C(Nc1ccccc1F)Nc1nccnc1OCc1cccc(F)c1	98	75	nt	nt	84	95	96	107
[O-][N+](=Nc1ccc(Sc2ccccc2)cc1)c1ccc(Sc2ccccc2)cc1	69	87	86	94	102	55	96	102
CC(=O)Nc1ccc(C)c(NC(C)=O)c1	118	106	nt	92	119	114	107	66
O=c1[nH]c(NCCc2cc3cc(Cl)ccc3[nH]2)nc2sc3c(c12)CCCC3	40	50	27	32	62	62	65	nt
COc1ccc(C(=O)c2cc3c(N)c(C(=O)Nc4cccc(OC)c4)sc3nc2C)cc1	15	23	-2.4*	16	16	4.4*	-14*	8.3*
CCc1ccc(/C(C#N)=C/C=C/c2ccccc2)cc1	3.9*	16	3.5*	21	63	-14*	-18*	15
CSc1nc(N)nc2nc(C)cc(C)c12	105	90	97	96	96	95	101	101
Cn1cnc2c(=O)nc(N)n(C)c21	106	103	120	110	115	97	114	131
COc1ccc(-c2nc(/C=C3\C(=O)N(C)c4ccccc43)c3ccccn23)cc1	104	62	-7.0*	96	85	99	104	96
COC(=O)CCC1=C(C)C2=NC1=CC1=NC(=CC3=NC(=Cc4[nH]c(/c(=C(/C)O)c4C)=C2)C(C(C)=O)=C3C)C(C)=C1CCC(=O)OC	86	98	111	nt	103	108	108	112
CCOC(=O)N/N=C/c1cc(Br)ccc1O	98	90	101	107	126	91	96	120
Cc1c(C(C)(C)O)cn2ncnc(Oc3ccc(NC(=O)Nc4ccc(Cl)c(C(F)(F)F)c4)c(F)c3)c12	50	32	8.9*	32	73	nt	58	25
O=C(Nc1ccc(Cl)cc1)Nc1ccc(Cl)c(Cl)c1	-28*	-4.3*	nt	6.6*	38	nt	7.4*	4.1*
Cc1ccccc1NC(=O)c1cc2ccccc2cc1O	nt	80	nt	14	71	80	29	11
CCN(CC)CCC(O)c1ccc(Cl)c2ccccc12 (stereo not given)	104	95	102	113	115	100	102	115
CCOC(=O)CC1CSC(Nc2ccc(OC)cc2OC)=N1 (stereo not given)	106	92	94	104	118	110	100	108
CCN(CC)c1ccc(C(NCCC(C)C)C(Cl)(Cl)Cl)cc1 (stereo not given)	94	93	80	95	111	110	100	83
COc1cccc2c(=O)c3c(sc12)c(NCCN)nc1ccccc13	nt	73	18	17	47	81	87	40
O=C(Nc1ccc(Cl)cc1)OCCN1CCOCC1	nt	103	87	82	101	103	117	94
O=S(=O)(NCC1CCCO1)C1CC(Cl)CC(Cl)C1 (stereo not given)	92[50 µM]	98[50 µM]	92[50 µM]	85[50 µM]	95[50 µM]	95[50 µM]	100[50 µM]	90[50 µM]
COc1ccc2c(c1)c(-c1noc(-c3cn(C)c4ncccc34)n1)cn2C	93	85	80	95	69	90	94	98
CCOc1nc2c(N)ncnc2n1CC1CCC1	107	103	86	99	98	108	110	100
CC(C)(C#N)OC(=O)Nc1ccccc1	114	91	106	106	113	119	101	100
COc1cc(-c2nn(-c3ccc(Br)cc3)cc2CO)ccc1O	85	92	65	57	69	96	108	74
COc1ccc(/C(=C\c2ccc3c(c2)OCO3)C(=O)Nc2nc3ccc(N)cc3s2)cc1	94	94	70	68	95	106	106	nt
COc1cccc(OCC(O)CN2CCN(c3ccccc3)CC2)c1 (stereo not given)	nt	108	nt	nt	108	nt	121	92
C/C(=N\O)c1ccc(NC(=O)CSc2nc3c([nH]2)c(=O)n(C)c(=O)n3C)cc1	95	96	97	97	108	98	114	99

Carrying on.
SMILES	RPMI-8226	MCF7	SR	MOLT-4	MDA-MB-231	MDA-MB-468	MDA-MB-435	K-562
O=C(O)C1C[C@](O)(c2ccc(F)cc2)[C@@H](c2ccc(F)cc2)O1 (stereo not given in full)	69	97	74	97	115	nt	99	89
C/C=C\C1OCC(CC)(CCCC)CO1 (stereo not given)	103	104	115	116	93	98	107	122
CCNS(=O)(=O)c1ccc(C)cc1	99	95	122	96	113	nt	111	105
Cc1cc2nc3c4ccccc4n(CCN(C)C)c3nc2cc1C	-20*	-0.5*	4.2*	4.7*	4.0*	-12*	8.3*	8.4*
COc1ccc(C(=O)N2NC(=O)/C(=C/c3c(C)nn(-c4ccccc4)c3Cl)N=C2c2ccccc2)cc1	89	90	81	75	97	73	83	83
COCCn1cc(-c2nc(-c3cn(CCOC)c4ncccc34)cs2)c2cc(F)ccc21	61	7.8*	35	69	45	-11*	59	64
C=CC(=O)Nc1cccc(Nc2nc(SC)nc(-c3cccc(N)c3)c2C#N)c1	83	51	nt	85	89	93	100	80
CC(C)(C)c1cc(-c2cc(-c3ccccc3)[nH]c(=O)c2C#N)cc(C(C)(C)C)c1	67	72	43	71	-21*	38	57	63
NNC(=O)CSc1nc2sc3c(c2c(=O)n1-c1ccc(Cl)cc1)CCCC3	101	90	90	100	79	123	109	64
COc1cc2nc(Cl)nc(Nc3cccc(C(=O)/C=C/c4ccc5c(c4)OCO5)c3)c2cc1OC	27	68	71	81	95	118	100	78

In the list so far, 2 have a tert-butyl group:
SMILES	RPMI-8226	MCF7	SR	MOLT-4	MDA-MB-231	MDA-MB-468	MDA-MB-435	K-562
Cn1cc(-c2csc(-c3cn(C(=O)OC(C)(C)C)c4ccc(Br)cc34)n2)c2cccnc21	84	82	58	97	75	104	102	98
CC(C)(C)c1cc(-c2cc(-c3ccccc3)[nH]c(=O)c2C#N)cc(C(C)(C)C)c1	67	72	43	71	-21*	38	57	63
